Screens from PubChem BioAssay.
bovine MsrA act = bovine MsrA enzyme activators, primary screen, biochemical, absorbance, HTS; Methionine sulfoxide reductase A (Bos taurus); purified bovine MsrA, absorbance read-out; activation, % at 10.6 µM; 360,000 compounds, 0.3% hits; AID 602163, 2012; in the data active = activation above about 7.5%;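 also: 0% = vehicle and 100% = reference activator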
MsrA inhibitor = bovine MsrA enzyme inhibitors, primary screen, biochemical, absorbance, HTS. Methionine sulfoxide reductase A (Bos taurus). purified bovine MsrA, absorbance read-out. inhibition, % at 15.5 µM. 360,000 compounds, 0.75% hits. AID 651718, 2012; in the data active = inhibition above about 4.5%;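 also: 0% = vehicle wells with enzyme and 100% = reference inhibitor wells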
MLLE-PAM2 inh = inhibitors of PABP1 MLLE–PAM2 peptide binding, primary screen, biochemical, fluorescence polarization, FITC-PAM2, GST-MLLE; Polyadenylate-binding protein 1 (Homo sapiens), P11940; inhibition, % at 20 µM; 360,000 compounds, 0.36% hits; in the data active = inhibition above about 35%, passing the limit was not always enough;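 also: plate controls were DMSO wells with GST-MLLE for no effect and wells lacking GST-MLLE protein for full effect; some results filed as inactive read as strong as hits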
FAS-TE inh = FAS thioesterase domain inhibitors, primary screen, biochemical, fluorescence intensity, uHTS; Fatty acid synthase (Homo sapiens), P49327; recombinant FAS-TE, OMFH fluorogenic substrate, fluorescence endpoint; inhibition, % at 15 µM; 360,000 compounds, 0.67% hits;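 active = compounds whose normalised, plate-corrected inhibition of enzyme fluorescence in the single-dose primary screen is 50% or more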;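 also: 0% = DMSO with enzyme and 100% = substrate without enzyme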
Rpn11 inh = Rpn11 (PSMD14) deubiquitinase inhibitors, primary screen, biochemical, fluorescence polarization, uHTS; 26S proteasome non-ATPase regulatory subunit 14 (Homo sapiens), O00487; human 26S proteasome, Ub4-pepOG fluorescence polarization; 20S core pre-blocked with epoxomicin; calls only at 20 µM; 360,000 compounds, 0.59% hits; AID 588493, 2011;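 active = inhibition at 20 µM, scaled to each plate's controls, above about 33%, limit read from the data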
MT1-MMP act inh = blockers of MT1-MMP proenzyme processing, primary screen, HT1080 RFP-PRO-GFP cells, GFP/RFP fluorescence. GFP/RFP ratio change, % at 20 µM. GFP/RFP ratio fluorescence, overnight; percent of plate control window, DMSO zero. Matrix metalloproteinase-14 (Homo sapiens), P50281. 360,000 compounds, 0.061% hits;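 active = GFP/RFP ratio change of at least 30% with cell ATP level not reduced by more than half and red fluorescence within 50% of control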; also: strong numbers were not always called active
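Assay system: HT1080 RFP-PRO-GFP cells | Dosing: 20 µM single dose, 1% DMSO | Incubation: Cells overnight before dosing, compound overnight, 37 °C, 5% CO2 | Evaluation: GFP/RFP fluorescence ratio | Control set: DMSO-only wells and HT1080 RFP-L50D-GFP cell wells as references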
E coli Lon inh = inhibitors of E. coli Lon protease, primary screen, biochemical, fluorescence polarization. P0A9M0. purified E. coli Lon protease. inhibition, % at 7.94 µM. 360,000 compounds, 0.42% hits. AID 602123, 2011; in the data active = inhibition above about 13%, passing the limit was not always enough;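 also: 0% = enzyme with probe and DMSO and 100% = no enzyme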
CSN inh = inhibitors of CSN-mediated cullin deneddylation, primary screen, biochemical, fluorescence polarization, uHTS. COP9 signalosome complex subunit 5 (Homo sapiens), Q92905. Purified CSN, SCF-Nedd8-OG deneddylation. inhibition, % at 12.5 µM. 360,000 compounds, 0.38% hits. AID 651999, 2013;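 active = pattern-corrected inhibition above about 35%, with an unprinted fluorescence ratio check between 0.5 and 1.5, limit read from the data, passing the limit was not always enough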;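 also: 0% = enzyme with substrate and 100% = substrate without enzyme; some results filed as inactive read as strong as hits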
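assay system = purified human Csn5 enzyme expressed in HEK293T cells | amount = 0.24 nM enzyme | buffer or medium = Tris/NaCl/DTT buffer, pH 7.5 | reagent = 10 nM SCFSkp2-Nedd8OG | compound = one concentration, 12.5 µM, 0.25% DMSO | times = 90 min reaction at room temperature | signal = FP | read-out basis = % inhibition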
Rin1-Abl PPI inh = inhibitors of Rin1-Abl protein binding, primary screen, biochemical, TR-FRET; Tyrosine-protein kinase ABL1 (Homo sapiens) + Ras and Rab interactor 1 (Homo sapiens), …; inhibition, % at 7.35 µM; 360,000 compounds, 0.4% hits; in the data active = inhibition above about 5%, passing the limit was not always enough
An asterisk follows results filed as active; i = inactive; . = not tested or not shown; + = active, no number.

SMILES	bovine MsrA act	MsrA inhibitor	MLLE-PAM2 inh	FAS-TE inh	Rpn11 inh	MT1-MMP act inh	E coli Lon inh	CSN inh	Rin1-Abl PPI inh
CCOc1ccccc1NC(=O)Cc1coc2ccc(C)cc12	-2	0.0	-11	18	i	2	-8	-2	2
Cc1cccc(CCNS(=O)(=O)c2ccc(S(=O)(=O)N3CCC(C)CC3)cc2)c1	-2	0.0	-3	-6	i	4	0	1	-3
Cc1ccc(/C=N/c2sc(Cc3ccccc3)c(C)c2C(N)=O)o1	-3	0.9	-52	-7	i	-10	-125	-7	1
O=C(CCCOc1ccc(Br)cc1)Nc1nnc(C2CC2)s1	-2	1.8	-6	-2	i	2	0	-2	-1
c1ccc(-c2csc3ncnc(NCC4COc5ccccc5O4)c23)cc1 (configuration not stated)	-2	-1.2	-12	26	i	-14	-12	4	0
O=C(CSc1nnc(NC2CC2)s1)c1ccc[nH]1	-3	0.5	28	-8	i	0	-2	2	3
Cc1c(Cl)c(-c2n[nH]c(=S)n2-c2ccc(F)cc2)nn1C	-5	-0.1	-6	-15	i	-6	-4	5	-4
COc1ccc(N2CCN(C(=O)c3sc4ncn(CC(=O)N5CCCCC5C)c(=O)c4c3C)CC2)cc1 (configuration not stated)	-2	1.1	7	0	i	4	7	4	1
Cc1ccc(C2=NS(=O)(=O)N(C)C(C(=O)NCc3ccc4c(c3)OCO4)=C2)cc1	-2	1.9	7	25	i	1	6	-3	-5
Cc1cc(C)n(-c2nc3ccccc3nc2N2CCCC2)n1	-2	0.1	-10	-1	i	3	5	-2	-2
CCCC(C(=O)NC1CCCC1)N(C(=O)Cn1nnc(-c2ccc(C)o2)n1)c1ccccc1F (configuration not stated)	-2	1.2	2	9	i	-3	1	-3	2
COCCNc1nc(-c2ccccc2)nc2c1oc1ccccc12	-3	2.7	-4	22	i	0	-1	-4	-4
CCCNC(=O)c1cccc(COCC(F)(F)C(F)F)c1	-2	1.2	0	-6	i	-1	-6	5	3
C=CCCC(=O)Nc1nc(C)c(-c2csc(Nc3cc(Cl)ccc3OC)n2)s1	-2	0.1	11	25	i	1	-4	5	1
CCN(c1ccccc1)S(=O)(=O)c1nnc(NC(=O)c2ccco2)s1	-8	5.9*	7	-7	i	5	0	5	-4
CCC(C(=O)NC1CCCC1)n1c(SCc2cccc(C)c2)nc2ccncc21 (configuration not stated)	-4	0.9	7	-4	i	-1	-2	-2	-3
Cc1c(C#N)sc2nc(-c3ccccc3)nc(N3CCCC3)c12	-1	0.8	8	1	i	11	-6	-6	0
Cc1cc(/C=C\c2ccc3cc(N(C)C)ccc3[n+]2C)c(C)n1-c1ccccc1	-3	.	-109	3	+	15	-5	80	-21
COC(=O)c1ccc(C2NC(=O)NC(C)=C2C(=O)N(C)C)cc1 (configuration not stated)	4	-0.2	9	-11	i	3	2	-5	1
O=C(CSc1n[nH]c(=O)n1C1CC1)Nc1ccc(OC(F)(F)F)cc1	-7	-1.2	-21	-3	i	8	-2	-1	6
CCCCn1nc(NC(=O)CCC)c2cc3cc(OC)ccc3nc21	1	1.4	4	1	i	4	-4	4	1
CN1C(=O)CC(c2ccco2)Sc2ccccc21 (configuration not stated)	0	0.9	21	-7	i	5	-2	-2	1
CCOC(=O)c1c[nH]c2c(C)cc(C)cc2c1=O	-3	2.4	2	-8	i	3	5	5	-2
CCc1c(C(=O)N/N=C/c2cccs2)nnn1-c1nonc1N	-8	3.6	-16	-5	i	-1	0	4	2
Nc1ccc2c(c1)C(=NO)c1ccccc1-2	-2	0.8	1	-14	i	-5	-7	-1	-1

Exported with two lines to a compound: entries from further up
Each structure is followed by: bovine MsrA act, MsrA inhibitor, MLLE-PAM2 inh, FAS-TE inh, Rpn11 inh, MT1-MMP act inh, E coli Lon inh, CSN inh, Rin1-Abl PPI inh
> O=C(CSc1n[nH]c(=O)n1C1CC1)Nc1ccc(OC(F)(F)F)cc1
→ -7, -1.2, -21, -3, i, 8, -2, -1, 6
> CCCCn1nc(NC(=O)CCC)c2cc3cc(OC)ccc3nc21
→ 1, 1.4, 4, 1, i, 4, -4, 4, 1
> CN1C(=O)CC(c2ccco2)Sc2ccccc21 (configuration not stated)
→ 0, 0.9, 21, -7, i, 5, -2, -2, 1

Returning to the listing, repeating the 4 entries before the break.
SMILES	bovine MsrA act	MsrA inhibitor	MLLE-PAM2 inh	FAS-TE inh	Rpn11 inh	MT1-MMP act inh	E coli Lon inh	CSN inh	Rin1-Abl PPI inh
CN1C(=O)CC(c2ccco2)Sc2ccccc21 (configuration not stated)	0	0.9	21	-7	i	5	-2	-2	1
CCOC(=O)c1c[nH]c2c(C)cc(C)cc2c1=O	-3	2.4	2	-8	i	3	5	5	-2
CCc1c(C(=O)N/N=C/c2cccs2)nnn1-c1nonc1N	-8	3.6	-16	-5	i	-1	0	4	2
Nc1ccc2c(c1)C(=NO)c1ccccc1-2	-2	0.8	1	-14	i	-5	-7	-1	-1
CSc1nn2c(C)c(C)c(C)nc2c1C#N	-2	0.4	-3	3	i	5	3	-1	-1
C(=C\c1ccccc1)/CN1CCN(C(c2ccnc3ccccc23)c2nnnn2C2CCCCC2)CC1 (configuration not stated)	2	-0.1	-15	15	i	-1	-11	-1	1
CCC1CCCCN1C/C=C/c1ccccc1[N+](=O)[O-] (configuration not stated)	-2	-0.8	-2	-4	i	10	-7	7	0
COc1ccc(NC2=C3CCCC=C3N(c3ccc(OC)cc3)C2=O)cc1	-5	-0.4	-2	30	i	0	-2	-5	3
Cc1nonc1OCCN1CCN(c2ccccc2[N+](=O)[O-])CC1	-3	-0.9	1	0	i	2	-1	-2	-2
O=C(COC(=O)/C=C/c1ccc(OC(F)F)cc1)NC1CCCC1	-2	-0.3	-10	-5	i	4	-13	-3	1
CCOC(=O)c1cc(C(=O)NCc2ccc(Cl)cc2Cl)nn1C	-7	-2.0	4	14	i	0	-12	-3	-3
O=C(Nc1ccc(-n2cnnn2)cc1)C(c1ccccc1)c1ccccc1	1	0.5	1	-1	i	2	-10	1	3
Nn1cnc2scc(-c3ccco3)c2c1=O	-6	-0.7	-7	-6	i	0	0	-1	-3
COc1ccc2oc(C(=O)Nc3nc(C)cs3)c(C)c2c1	-4	2.1	5	3	i	-4	-13	1	1
CC(C)c1nc(CNC(=O)CC2C(=O)NCCN2Cc2cccc(F)c2F)cs1 (configuration not stated)	0	-0.4	14	-3	i	-3	2	1	-2
CCc1nnc(NS(=O)(=O)c2ccc(NC(=S)NC(=O)/C=C/c3cccs3)cc2)s1	-14	4.8*	29	30	i	-4	-3	1	4
COc1cccc(NC(=O)C(OC(=O)c2ccccc2NS(=O)(=O)c2cccs2)c2ccccc2)c1 (configuration not stated)	-4	1.2	1	37	i	0	-1	-1	2
O=C(N/N=C\c1ccc(Oc2ccccc2)cc1)c1csnn1	0	1.7	35	3	i	1	-2	-1	0
CCC(=O)N1CCC1(C)C(=O)Nc1ccc(OC)c(OC)c1 (configuration not stated)	-3	1.6	6	-3	i	0	1	2	4
COC(=O)c1c(NC(=O)c2ccc(C)cc2)csc1C	-1	0.0	-9	35	i	-4	-3	-4	2
CCOC(=O)c1cc2c(=O)n3ccccc3nc2n(CC(C)C)c1=NC(=O)c1c(-c2c(F)cccc2Cl)noc1C	-8	0.1	-4	28	i	-12	-8	-7	-2
Cc1ccc(S(=O)(=O)N2CCC(=O)N(CCOCc3ccccc3)CC2)cc1	0	-0.1	12	3	i	2	-2	-2	1
O=C(CSc1nn(-c2ccccc2)c(=S)s1)NC(=O)NCc1ccco1	-2	0.8	-76	0	i	-2	-6	-1	-1
O=C(COC(=O)c1ccc(F)cc1F)Nc1cc(S(=O)(=O)N2CCOCC2)ccc1Cl	-4	-0.6	2	5	i	2	2	-1	3
O=C(COc1ccccc1Br)c1ccc2c(c1)OCO2	-5	1.5	6	10	i	3	8	-1	-3
O=C(CC1SC(=Nc2ccccc2)N(CCc2c[nH]c3ccccc23)C1=O)Nc1ccccc1F (configuration not stated)	-8	0.3	-13	27	i	-16	-8	5	-2
C=CC[C@@H](CC(=O)N(CCO)Cc1ccccc1)C(=O)N[C@@H](C)COC(=O)[C@@H](CC=C)CC(=O)OC(C)(C)C	1	-0.2	-6	-5	i	-5	12	-5	2
NC(=O)[C@H]1CC2(CC(c3cccc(NC(=O)COc4ccc(Cl)cc4)c3)=NO2)CN1C(=O)CC(c1ccccc1)c1ccccc1 (some centres not stated)	-4	0.5	-11	64*	i	5	-15	-1	0
O=C(C[n+]1cccc(/C=N/O)c1)NC(=O)Nc1ccccc1	-3	-0.6	.	-13	.	2	0	-7	.
CC(=O)c1sc(NC(=O)c2ccccc2C)nc1C	0	2.2	8	0	i	-2	-5	3	-1
Cc1[nH]c2ccccc2c1/C=C(\C#N)S(=O)(=O)c1ccccc1	-3	-0.8	-1	17	i	4	-3	-2	1
CCCn1c(NC(=O)C2CCN(C(=O)c3ccc(F)cc3)CC2)nc2ccccc21	-5	1.4	-5	-1	i	-2	-1	-4	0

MsrA inhibitor: hit marks shown above
SMILES	bovine MsrA act	MsrA inhibitor	MLLE-PAM2 inh	Rpn11 inh	MT1-MMP act inh	E coli Lon inh	CSN inh	Rin1-Abl PPI inh
CCN(c1ccccc1)S(=O)(=O)c1nnc(NC(=O)c2ccco2)s1	-8	5.9*	7	i	5	0	5	-4
CCc1nnc(NS(=O)(=O)c2ccc(NC(=S)NC(=O)/C=C/c3cccs3)cc2)s1	-14	4.8*	29	i	-4	-3	1	4
